Screens (PubChem)
JMJD2E inh: JMJD2E (human) inhibition; B2RXH2; JMJD2E catalytic domain, FDH-coupled NADH fluorescence (FDH is formaldehyde dehydrogenase); Potency, µM (highest dose often 57.1 µM), inactives show at the highest dose activity change, negative = inhibition, most hits filed as inhibitors; 1.6% of 230,000 active; AID 2147; active means well fitted inhibition curve with a large enough effect, not every such curve was filed as active; inconclusive means small, poorly fitted or top-dose-only effect, or another doubt; inactive means no such curve, though single readings can be large or run the other way;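 further: 0% = wells with enzyme and -100% = buffer wells without enzyme; nearly all actives have a fitted effect of over 50% in size; many of its hits are not listed in these tables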
GAA inh: blocks human lysosomal alpha-glucosidase | Potency, µM (top dose mostly 76.9 µM), for inactives: at the highest dose activity change, negative = inhibition, most hits filed as inhibitors | 0.005% of 200,000 active | purified human GAA, 4-MU-alpha-glucoside fluorescence;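 further: plate controls were uninhibited enzyme wells for no effect and no-enzyme background for full effect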
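Human alpha-glucosidase, 4 nM, pre-mixed with test compounds before 400 uM 4-methylumbelliferyl substrate; 20 min room temperature at pH 5.0. Fluorescence read after pH 10 stop; AC50 values from Hill-equation fits.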
SMN2 splice enh: increases expression of the SMN2 splice variant; HEK293 SMN2-luciferase splicing reporter, luminescence, 30-36 h; Potency, µM (titrated, usually from 46.1 µM), without a hit: at the highest dose activity change, positive = activation, actives largely listed as activators; 2.8% of 210,000 active; further: % of control where 0% means no effect; nearly all actives have a fitted effect of over 55% in size
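HEK293 cells carry an SMN2 minigene-luciferase reporter in which exon 7 inclusion puts luciferase in frame. Cells were seeded at 2000 cells/well, attached for 10-12 hours, then exposed to compounds for 30-36 hours at 37C before ONE-Glo luminescence.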
aGlu spleen mod: inhibits or activates alpha-glucosidase in human spleen homogenate. human spleen homogenate, 4-MU-alpha-glucoside fluorescence. P10253. 0.006% of 240,000 active. Potency, µM (top dose mostly 79.9 µM), inactives show at the highest dose activity change, negative = inhibition, actives largely listed as inhibitors;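 further: 0% = enzyme with vehicle and -100% = no enzyme basal signal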
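Enzyme source: human spleen homogenate, 1 ug/well. Buffer 50 mM citric acid/K phosphate pH 5.0, 0.01% Tween-20. 4-MU-alpha-glucoside 1 mM; 37 C x 40 min; NaOH/glycine stop; fluorescence.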
GAA glycogen: inhibitors or activators of human alpha-glucosidase glycogen cleavage | 0.38% of 300,000 active | recombinant GAA, glycogen substrate, Amplex Red glucose oxidase fluorescence | Potency, µM (highest dose often 76.4 µM), for inactives: top-dose activity change, negative = inhibition, usual class: inhibitors | AID 2100;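 further: 0% = full enzyme reaction and -100% = no-enzyme basal signal; the screen sought inhibitors and activators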
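Recombinant enzyme (4 nM final) with compounds titrated up to 77 uM and bovine liver glycogen (30 ug) in citrate pH 5.0, 0.01% Tween-20, 37 C 40 min. Released glucose detected by Amplex Red/glucose oxidase (Ex 573/Em 610); AC50 from Hill fits.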
ALDH1A1 block: blocks purified human ALDH1A1 activity; P00352; Purified ALDH1A1, NADH fluorescence, propionaldehyde substrate; Potency, µM (series often up to 75.3 µM), without a hit: at the top dose activity, negative = inhibition, most hits filed as inhibitors; 7.3% of 220,000 active; AID 1030; active means well fitted inhibition curve with a large enough effect, not every such curve was filed as active; inconclusive means small, poorly fitted or top-dose-only effect, or another doubt; inactive means no such curve, though single readings can be large or run the other way;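 further: plate controls were no enzyme wells and a reference inhibitor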
Target sequence (P00352 whole entry, looked up): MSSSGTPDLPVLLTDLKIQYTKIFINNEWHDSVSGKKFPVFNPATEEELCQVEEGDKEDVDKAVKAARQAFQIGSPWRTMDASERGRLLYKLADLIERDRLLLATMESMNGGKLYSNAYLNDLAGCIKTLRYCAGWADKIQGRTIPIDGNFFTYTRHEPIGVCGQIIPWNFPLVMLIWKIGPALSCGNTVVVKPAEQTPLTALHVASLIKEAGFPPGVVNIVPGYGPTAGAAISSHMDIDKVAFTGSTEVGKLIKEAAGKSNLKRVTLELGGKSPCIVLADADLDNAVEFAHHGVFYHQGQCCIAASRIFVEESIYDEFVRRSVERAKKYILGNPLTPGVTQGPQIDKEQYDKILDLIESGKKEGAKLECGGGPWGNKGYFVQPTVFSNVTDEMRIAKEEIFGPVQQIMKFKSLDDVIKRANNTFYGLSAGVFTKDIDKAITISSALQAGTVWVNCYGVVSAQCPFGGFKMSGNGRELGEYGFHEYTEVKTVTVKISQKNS
GoLoco inh red: RGS12 GoLoco-Gai1 interaction inhibition | P63096 | Gai1:RGS12 GoLoco peptide FP, rhodamine, 10 min | Potency, µM (doses to about 61.6 µM), for the others: at the highest dose activity, negative = inhibition, hits mostly inhibitors | 0.44% of 230,000 active | AID 880; active means well fitted inhibition curve with a large enough effect, not every such curve was filed as active; inactive means no such curve, though single readings can be large or run the other way; further: on the % scale 0 is the no-effect control and ±100 the full control effect; nearly all actives have a fitted effect of over 30% in size; many of its hits are not listed in these tables
Target sequence (P63096 whole entry, looked up): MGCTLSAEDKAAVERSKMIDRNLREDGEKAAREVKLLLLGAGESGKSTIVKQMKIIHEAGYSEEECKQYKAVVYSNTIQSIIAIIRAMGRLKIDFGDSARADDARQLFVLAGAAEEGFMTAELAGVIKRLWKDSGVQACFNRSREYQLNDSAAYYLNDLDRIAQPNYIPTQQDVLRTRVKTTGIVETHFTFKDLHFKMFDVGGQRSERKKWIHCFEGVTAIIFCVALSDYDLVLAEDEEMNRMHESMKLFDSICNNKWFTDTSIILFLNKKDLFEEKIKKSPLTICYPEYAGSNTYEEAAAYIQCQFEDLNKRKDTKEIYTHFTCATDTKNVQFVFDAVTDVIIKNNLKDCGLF
aGal spleen mod: alpha-galactosidase A (human) modulation. P06280. human spleen homogenate, 4MU-alpha-Gal fluorescence, 40 min. Potency, µM (top dose mostly 80 µM), inactives show top-dose activity change, negative = inhibition, usual class: inhibitors. 0.008% of 240,000 active. AID 2107;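 further: 0% = enzyme with vehicle and -100% = no enzyme basal signal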
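Spleen homogenate 1 ug + cpd (titration) + 4-MU-alpha-D-galactopyranoside 1 mM; 37C 40 min; 50 mM citrate/phosphate pH 5.0, 0.01% Tween-20; stop pH 10; fluorescence 365/440; AC50 via Hill.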
Numbers without * were called inactive; ? = inconclusive; nt = not tested or not shown; [ ] = dose if it differs, or a comment. Unless noted, the call rests on the fitted dose curve; in most records, active means well fitted curve in the direction sought with a large enough effect; inconclusive means small, poorly fitted or top-dose-only effect, or another doubt; inactive means no such curve, though single readings can be large; an effect the other way counts as inactive or inconclusive. Potency means the concentration at half of the fitted maximal effect. Only part of the results is shown. The share of hits here may be higher or lower than overall.

SMILES	JMJD2E inh	GAA inh	SMN2 splice enh	aGlu spleen mod	GAA glycogen	ALDH1A1 block	GoLoco inh red	aGal spleen mod
CC1Cc2cc(/C(O)=C3/C(=O)C(=O)N(CCCN(C)C)C3c3ccncc3)ccc2O1 (stereo unspecified)	5.3%	-2.4%	2.5%	-4.8%	-3.6%	-13.6%	7.0%	-6.2%
C=CCn1c(SCc2cc(=O)n3ccsc3n2)nc2ccccc2c1=O	-1.1%	-10.1%	-0.8%	-5.6%	?	?	-0.6%	-2.4%
COc1ccccc1N1CCN(C(c2ccc(N(C)C)cc2)c2nnnn2CCc2ccccc2)CC1 (stereo unspecified)	13.2%	-2.6%	-8.9%	-4.1%	-15.2%	22.4µM*	14.2%	-6.2%
CCC12CN(C(=O)c3ccc(OC)cc3)CC(CC)(CN(C(=O)c3ccc(OC)cc3)C1)C2=O	-1.0%	-2.8%	2.5%	-8.0%	-1.7%	0.7%	0.3%	10.3%
Cc1c(NC(=O)C(C)OC(=O)c2cccc(S(=O)(=O)N3CCOCC3)c2)c(=O)n(-c2ccccc2)n1C (stereo unspecified)	0.6%	nt	nt	-2.0%	-0.8%	nt	0.9%	2.5%
CCOc1ccc(NC(=S)N(CCc2c(C)[nH]c3ccc(C)cc23)Cc2cccnc2)cc1	-8.4%	-3.8%	-4.8%	-1.3%	-28.4%	13.2%	13.2%	-0.7%
O=C(c1cccs1)N(Cc1ccco1)Cc1cc2ccccc2[nH]c1=O	?	-4.3%	-20.0%	-3.2%	10.0%	?	-2.3%	-7.2%
COC(=O)Cn1c(=NC(=O)c2ccc(OC)cc2)sc2cc(OC)ccc21	?	?	-15.1%	-0.6%	-3.0%	?	5.8%	2.4%
COc1cccc(NC(=O)CSc2nnc(Cn3nnc4ccccc43)n2C)c1	-6.0%	3.4%	-12.7%	-24.8%	2.7%	2.2%	10.4%	13.2%
Cc1ccccc1NC(=O)Nc1nnc(CC(=O)NCc2ccccc2)s1	11.6%	3.1%	21.6%	4.9%	-1.6%	25.6%	-8.6%	9.0%
CCOc1c(Nc2ccc(C(C)C)cc2)c(=O)c1=O	-4.1%	nt	nt	-11.9%	3.6%	nt	-2.3%	2.2%
NS(=O)(=O)c1ccc(N2C(=O)C3C4CC(C(Br)C4Br)C3C2=O)cc1 (stereo unspecified)	3.4%	-8.2%	?	-0.6%	-12.4%	6.8%	5.2%	5.4%
C[C@@](N)(C(=O)O)c1cccc(CC(=O)O)c1	-1.7%	nt	nt	-6.1%	nt	2.0%	1.0%	-2.0%
Cc1nc(N2CCN(c3ccccn3)CC2)c2c(C)c(C(=O)Nc3ccc(F)cc3F)sc2n1	?	-13.7%	-31.7%[inhibitor]	1.8%	-1.2%	?	16.1%	13.0%
Cc1nn(CC(=O)Nc2ccc3c(c2)OCO3)c(C)c1[N+](=O)[O-]	-16.9%	11.3%	?	-1.3%	-12.5%	6.7%	16.5%	-2.2%
O=C(O)CCc1nnc2n(Cc3ccc(F)cc3)c(=O)c3ccccc3n12	-8.4%	-0.3%	-6.2%	-6.0%	-13.6%	24.3%	-5.8%	6.1%
Cc1ccc(Nc2nc(N)nc(CN3CCN(C)CC3)n2)cc1	-0.3%	?	?	-3.5%	1.2%	0.5%	7.6%	-6.9%
CSCCC(NC(=O)c1ccccc1Br)C(=O)NCC1CCCCC1 (stereo unspecified)	-3.2%	2.7%	-0.3%	-6.4%	4.9%	-9.1%	5.6%	5.9%
Cc1ccccc1NC(=O)c1snc2c(=O)[nH]cnc12	-18.1%	-0.8%	-4.7%	6.0%	20.7%	?	-2.2%	-1.5%
O=C1CCCCN1CCc1c[nH]c2ccccc12	10.5%	-5.2%	?	1.2%	2.7%	-0.7%	5.0%	-18.2%
O=C(OCC(F)(F)C(F)F)c1ccccc1C(=O)Oc1ccc(F)cc1F	?	-18.4%	-18.4%	-0.7%	-8.9%	-5.8%	-1.2%	5.2%
COc1ccc(-c2csc(NS(=O)(=O)c3ccc([N+](=O)[O-])cc3)n2)cc1	1.3%	-13.1%	-0.7%	5.5%	-7.9%	-15.7%	7.1%	1.8%
CCOc1cc(OCC)cc(C(=O)Nc2cccc(C(C)=O)c2)c1	1.9%	-0.6%	-29.5%	-4.2%	-2.4%	-9.5%	8.9%	3.6%
CC1CCCC(C)N1C(=O)COc1ccc(F)cc1 (stereo unspecified)	-15.3%	8.4%	-6.5%	5.4%	19.0%	0.4%	9.3%	-2.8%
COc1ccc(CNC[C@@H](CCCCN(C)Cc2ccc(OC)cc2)N2C[C@H](c3ccccc3)N(CCc3ccc(Cl)c(Cl)c3)C(=O)C2=O)cc1	4.0%	nt	nt	-1.0%	9.3%	?	12.8%	-2.2%
Following part
SMILES	JMJD2E inh	GAA inh	SMN2 splice enh	aGlu spleen mod	GAA glycogen	ALDH1A1 block	GoLoco inh red	aGal spleen mod
COc1ccccc1CNC(=O)c1ccc(-c2ccccc2C(F)(F)F)o1	?	-1.6%[15.4 µM]	-38.7%[inhibitor]	-4.2%	-6.4%	-12.9%	6.8%	-5.6%
O=Cc1cn(CC(=O)N2CCCCCC2)c2ccccc12	-14.6%	nt	nt	-2.3%	7.7%	nt	0.2%	-7.1%
COC(=O)Cn1c2ccc(Cl)cc2c2nc(C)sc21	-1.8%	-1.1%[15.4 µM]	nt	-14.4%	-5.6%	-8.8%	-1.9%	6.6%
CCOC(=O)c1cc(-c2ccccc2)nn1CCC#N	-3.0%	3.3%	8.2%	-7.4%	12.3%	-4.7%	11.4%	-1.7%
COc1ccc(-c2cc(C(F)(F)F)nc(N3CCOCC3)n2)cc1OC	?	-14.0%	-14.1%	-7.3%	-2.7%	-4.6%	-7.2%	6.4%
CCc1nnc(NS(=O)(=O)c2ccc(Nc3ccc4nonc4c3[N+](=O)[O-])cc2)s1	-1.5%	6.7%	-9.4%	-16.8%	1.2%	27.0%	10.3%	-9.3%
CC(=O)Nc1nc(SCC(=O)Nc2nnc(C)s2)[nH]c(=O)c1NC(=O)c1cccs1	-8.4%	?	12.9%	0.5%	2.8%	2.3%	0.3%	-1.9%
COc1cccc(/C=N/n2nnnc2N)c1O	-10.2%	nt	nt	0.0%	10.8%	nt	9.8%	1.3%
CC1(C)CC(=O)c2cc(C(=O)Nn3cnnc3)c(=O)n(-c3ccccc3)c2C1	?	-13.3%	38.3%	-13.1%	-1.7%	?	-2.1%	4.3%
O=C(NCCc1ccccc1)c1ccc2c(c1)N(Cc1ccccc1)C(=O)CS2=O (stereo unspecified)	0.2%	-9.1%	9.6%	-4.3%	3.7%	1.7%	6.0%	3.2%
CCOc1ccc(-c2nnn(CC(=O)NCc3ccc(OC)cc3)n2)cc1OCC	9.8%	2.5%	-5.9%	1.2%	2.7%	7.2%	3.6%	-4.7%
Cc1cc(=O)[nH]c(N/N=C/c2sccc2C)n1	6.1%	-11.9%	?	10.0%	5.5%	3.3%	-10.5%	6.9%
CCn1cc(Br)c(-c2nc3ccccc3c(=O)n2N)n1	1.1%	-0.8%	1.6%	4.7%	0.8%	5.8%	-3.2%	2.4%
CCOC(=O)c1cc2sc(C)cc2n1CCCN1C(=O)c2ccccc2C1=O	-2.1%	-8.2%	-24.1%	-5.0%	-6.4%	-2.3%	3.5%	-3.7%
CC(=O)c1cccc(NC(=O)N2CCCC2C(=O)NC2CCCCC2)c1 (stereo unspecified)	-3.8%	1.2%	3.9%	-0.4%	3.1%	?	-4.5%	-3.8%
Cc1cccc(C)c1NC(=S)Nc1c(C)n(C)n(-c2ccccc2)c1=O	6.6%	0.5%	-5.7%	-7.1%	3.7%	8.8%	-0.2%	-2.9%
CCOC(=O)c1sc(SC)nc1N	2.3%	-4.5%	10.1%	6.6%	2.0%	12.4%	4.6%	8.9%
COc1ccc(C2C(C(=O)c3ccccc3)=C(C)Nc3nc4ccccc4n32)c(OC)c1 (stereo unspecified)	-1.7%	-8.7%	-11.4%	3.2%	3.6%	4.2%	-1.1%	-4.2%
O=C(Nc1ccc(Cl)cc1C(=O)NCc1cccnc1)c1ccc(Cl)cc1Cl	-6.2%	-7.2%	6.1%	0.9%	11.3%	-1.1%	-2.4%	1.4%
CCOc1ccc2c3c(c(=O)oc2c1OCC)CCCC3	?	6.2%	-12.7%	-2.1%	-2.9%	?	5.8%	-0.2%
Cc1cc(O)c(C2=Nc3ccccc3SC(c3ccc(Cl)cc3)C2)c(=O)o1 (stereo unspecified)	-3.2%	4.2%	-59.8%[inhibitor]	-9.7%	7.7%	2.7%	4.5%	-4.8%

Filtered by structure, the compounds so far with a nitro group on carbon
SMILES	JMJD2E inh	GAA inh	SMN2 splice enh	aGlu spleen mod	GAA glycogen	ALDH1A1 block	GoLoco inh red	aGal spleen mod
Cc1nn(CC(=O)Nc2ccc3c(c2)OCO3)c(C)c1[N+](=O)[O-]	-16.9%	11.3%	?	-1.3%	-12.5%	6.7%	16.5%	-2.2%
COc1ccc(-c2csc(NS(=O)(=O)c3ccc([N+](=O)[O-])cc3)n2)cc1	1.3%	-13.1%	-0.7%	5.5%	-7.9%	-15.7%	7.1%	1.8%
CCc1nnc(NS(=O)(=O)c2ccc(Nc3ccc4nonc4c3[N+](=O)[O-])cc2)s1	-1.5%	6.7%	-9.4%	-16.8%	1.2%	27.0%	10.3%	-9.3%

2 compounds from above, limited to aGal spleen mod:
SMILES | aGal spleen mod
O=C(NCCc1ccccc1)c1ccc2c(c1)N(Cc1ccccc1)C(=O)CS2=O (stereo unspecified) | 3.2%
CCOc1ccc(-c2nnn(CC(=O)NCc3ccc(OC)cc3)n2)cc1OCC | -4.7%

Copied from the list:
`Cc1nn(CC(=O)Nc2ccc3c(c2)OCO3)c(C)c1[N+](=O)[O-]` in GAA glycogen: -12.5%
`Cc1cc(=O)[nH]c(N/N=C/c2sccc2C)n1` in GAA glycogen: 5.5%
`Cc1ccccc1NC(=O)Nc1nnc(CC(=O)NCc2ccccc2)s1` in ALDH1A1 block: 25.6%
